Screens (PubChem)
BCR signal inh: inhibitors of chronic active B-cell receptor signaling | ABC-DLBCL IkBa-CBG/CBR reporter, luminescence ratio, 4 h | Potency, µM (titrated, usually from 46.1 µM), for the others: at the top dose ratio change, negative = lower green/red ratio, usual class: inhibitors | 340,000 tested, 0.05% active; active = well fitted inhibition curve with a large enough effect in the signal ratio, with a control signal flat, not every such curve was filed as active; inconclusive = small, poorly fitted or top-dose-only effect, or effect the other way, or a change in a side signal; the % refers to the signal ratio;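 note: potency is the fitted concentration of half-maximal effect; plate controls were basal doxycycline-induced cells for no effect and cells given 10 µM MG132 for full effect; MG132 reads +100%, hits lower the ratio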
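Cell line TMD8 (human ABC DLBCL), stably expressing tet-inducible CBG68-IkBa fusion and CBR; IMDM/0.5% FBS; cpd up to 46 uM; dox induction, 4 h, 37C/5% CO2; dual luminescence; green/red ratio; MG132 control.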
GALK inhibitor: galactokinase (human) inhibition | P51570 | Purified GALK, Kinase-Glo residual ATP luminescence | Potency, µM (series often up to 57.5 µM), for the others: at the top dose activity change, negative = inhibition, usual class: inhibitors | 270,000 tested, 0.007% active | AID 1868; note: potency is the fitted concentration of half-maximal effect; % is set by controls: 0 for no effect and ±100 for the full control effect
Target sequence (P51570 whole entry, looked up): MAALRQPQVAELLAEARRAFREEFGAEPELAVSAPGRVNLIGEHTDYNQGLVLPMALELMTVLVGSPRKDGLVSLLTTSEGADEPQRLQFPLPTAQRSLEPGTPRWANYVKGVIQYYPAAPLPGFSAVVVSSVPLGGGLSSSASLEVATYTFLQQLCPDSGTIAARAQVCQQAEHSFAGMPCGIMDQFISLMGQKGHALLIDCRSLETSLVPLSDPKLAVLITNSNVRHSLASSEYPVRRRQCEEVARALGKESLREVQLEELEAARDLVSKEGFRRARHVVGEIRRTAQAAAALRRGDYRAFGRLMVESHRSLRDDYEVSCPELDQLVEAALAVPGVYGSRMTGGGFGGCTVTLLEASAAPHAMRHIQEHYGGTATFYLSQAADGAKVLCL
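Compounds were pin-transferred into ATP buffer (35 uM final), then GALK plus galactose (5 nM, 100 uM final) was added. After 1 h at room temperature, Kinase-Glo Plus was added and luminescence read after 10 min.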
PKM2 activator: PKM2 (human) enzyme activation; AID 1631; purified PKM2, Kinase-Glo ATP luminescence, activation; response scale: 0% is enzyme alone, no compound; 260,000 tested, 0.34% active; Potency, µM (top dose mostly 57.5 µM), inactives show top-dose activation, usual class: activators; note: potency is the fitted concentration of half-maximal effect; % is set by controls: 0 for no effect and ±100 for the full control effect; nearly all actives have a fitted effect of over 55% in size
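Purified hPK-M2 (>95% pure) converted ADP (0.1 mM final) to ATP with 0.5 mM PEP in 50 mM imidazole pH7.2, KCl, MgCl2, Tween 20, BSA; 1 h at room temperature. ATP detected by Kinase-Glo luminescence.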
S-ASM inh: inhibitors of human secretory acid sphingomyelinase. Potency, µM (series often up to 57.5 µM), without a hit: top-dose activity change, negative = inhibition, hits mostly inhibitors. P17405. AID 504937. 340,000 tested, 0.006% active. placental ASM, HMU-PC fluorogenic substrate, 60 min; note: potency is the fitted concentration of half-maximal effect
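HMU-PC0 cleavage (9 uM final) by human placental ASM, 60 min at 37 °C following 10 min compound exposure at RT; stopped at pH 10, fluorescence Ex 386/Em 447 nm.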
Eya2 phos inh: blocks the phosphatase activity of human Eya2; O00167; recombinant Eya2, OMFP fluorescence dephosphorylation (OMFP is methylfluorescein phosphate); Potency, µM (series often up to 76.9 µM), for inactives: top-dose activity, negative = inhibition, hits mostly inhibitors; 330,000 tested, 0.006% active; AID 488837; note: potency is the fitted concentration of half-maximal effect; % is set by controls: 0 for no effect and ±100 for the full control effect
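Eya2 protein (added as 0.2 uM solution) was preincubated with compound for 10 min at ambient temperature in 50 mM HEPES pH 7.5, 50 mM NaCl, 5 uM MgCl2, 0.05% BSA, 1 mM DTT. OMFP (added at 50 uM) then reacted 10 min; fluorescence read at 485/525 nm.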
Mito fusion yeast: inhibitors of mitochondrial division or activators of mitochondrial fusion; S. cerevisiae fusion-defective mutant growth rescue, CellTiterGlo 48 h; Potency, µM (series often up to 46.1 µM), for inactives: at the highest dose growth rescue (activation), actives largely listed as activators; 320,000 tested, 0.23% active; AID 485298;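 note: potency is the fitted concentration of half-maximal effect; % of control where 0% means no effect; nearly all actives have a fitted effect of over 45% in size; temperature-sensitive fusion mutants such as fzo1-1 at 37 °C on non-fermentable ethanol glycerol medium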
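S. cerevisiae fusion-defective temperature-sensitive mutants (e.g. fzo1-1, mgm1-5) grown 48 h at 37C in YPEG (ethanol/glycerol non-fermentable) medium with 23 nl compound per well; growth rescue read as CellTiterGlo luminescence.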
TSHR antagonist: human thyrotropin receptor antagonism. 330,000 tested, 0.2% active. P16473. TSHR-expressing cells, TSH-stimulated cAMP HTRF, 2 h; hits give low values. activity change, negative = inhibition, % at 11.5 µM. AID 504810;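 active = activity change below a set negative limit, meaning inhibition stronger than a set level, cut at about -70% in these data; inconclusive = activity change between two set negative limits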; note: % is set by controls: 0 for no effect and ±100 for the full control effect
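Freshly harvested TSHR cells receive pin-tooled compound, then EC80 TSH at 4nM final. After 2 hours at 37 deg C, antibody in lysis buffer and cAMP-d2 are added; 30 minutes at ambient temperature precede the HTRF read.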
USP2a inh: blocks human ubiquitin-specific protease USP2a; USP2 core, Ub-CHOP2 coupled fluorogenic reporter, 485/531; Potency, µM (titrated, usually from 38.3 µM), for the others: top-dose activity change, negative = inhibition, hits mostly inhibitors; 330,000 tested, 0.01% active;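 note: potency is the fitted concentration of half-maximal effect; plate controls were DMSO wells for no effect and full inhibition by NEM control for full effect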
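Cell-free coupled assay: 10nM USP2 core preincubated 30min RT with compound in Tris-HCl pH 8.0/CaCl2/CHAPS buffer, then 25nM Ub-CHOP2 and 25nM reporter substrate; fluorescence (Ex 485/Em 531) read after 60min RT, normalized to NEM inhibition, concentration-response curves fitted.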
Menin-MLL TR inh: inhibitors of human menin-MLL interaction, mutant MLL peptide. O00255. Menin + Texas Red MLL mutant peptide, fluorescence polarization. Potency, µM (titrated, usually from 61.6 µM), for the others: at the top dose FP activity change, negative = inhibition, usual class: inhibitors. 270,000 tested, 0.23% active. AID 1768; active = well fitted inhibition curve with a large enough effect in the polarisation, with a control signal flat, not every such curve was filed as active; inconclusive = small, poorly fitted or top-dose-only effect, or effect the other way, or a change in a side signal; inactive = no such curve, though single readings can be large or run the other way; the % refers to the polarisation; note: potency is the fitted concentration of half-maximal effect; % of control where 0% means no effect; many of its hits are not listed in these tables
Target sequence (O00255 whole entry, looked up): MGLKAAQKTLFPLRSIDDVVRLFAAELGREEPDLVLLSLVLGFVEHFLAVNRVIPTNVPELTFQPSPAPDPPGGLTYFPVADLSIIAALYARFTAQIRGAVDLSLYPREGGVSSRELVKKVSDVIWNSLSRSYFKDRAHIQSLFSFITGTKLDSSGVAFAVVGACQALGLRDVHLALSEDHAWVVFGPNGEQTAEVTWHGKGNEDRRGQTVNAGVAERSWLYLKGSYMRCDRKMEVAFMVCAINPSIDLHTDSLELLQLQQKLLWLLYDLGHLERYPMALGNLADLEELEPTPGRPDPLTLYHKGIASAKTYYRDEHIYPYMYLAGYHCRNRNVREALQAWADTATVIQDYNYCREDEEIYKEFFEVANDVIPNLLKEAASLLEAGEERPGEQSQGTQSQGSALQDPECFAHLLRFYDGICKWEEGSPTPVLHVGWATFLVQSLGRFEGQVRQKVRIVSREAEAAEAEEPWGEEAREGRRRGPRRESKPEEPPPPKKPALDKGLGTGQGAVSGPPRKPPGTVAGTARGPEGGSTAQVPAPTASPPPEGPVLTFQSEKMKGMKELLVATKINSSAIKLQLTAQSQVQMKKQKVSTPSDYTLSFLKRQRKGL
MBNL1-CUG inh: MBNL1-poly(CUG) RNA binding inhibition | Q9NR56 | Potency, µM (series often up to 57.5 µM), inactives show top-dose activity change, negative = inhibition, hits mostly inhibitors | TR-FRET MBNL1-His/biotin-(CUG)12 binding, 665/545 ratio | 280,000 tested, 0.036% active | AID 2675; active = well fitted inhibition curve with a large enough effect in the signal ratio, with a control signal flat, not every such curve was filed as active; inconclusive = small, poorly fitted or top-dose-only effect, or effect the other way, or a change in a side signal; inactive = no such curve, though single readings can be large or run the other way; the % refers to the signal ratio; note: potency is the fitted concentration of half-maximal effect; % is set by controls: 0 for no effect and ±100 for the full control effect
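His-tagged MBNL1 binding to biotinylated (CUG)12 RNA was measured by TR-FRET using terbium anti-His antibody (0.055 ng/ul final) and streptavidin-XL665 (5 nM final). Compounds were titrated 92 nM to 58 uM; 60 min at room temperature.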
KCNH2 WT inh: inhibitors of human wildtype KCNH2 potassium channel; Q12809; U2OS, BacMam KCNH2, thallium flux FluxOr; hits give low values; activity change, % at 1.84 µM; 340,000 tested, 0.37% active; AID 720551;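 active = maximum activity change below -70%; inconclusive = maximum activity change between -70% and -50%; inactive = maximum activity change above -50%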; note: % is set by controls: 0 for no effect and ±100 for the full control effect
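U2OS cells were transduced with wild-type KCNH2 virus (2.03 x 10^8 / mL) for 4 h at room temperature, then cultured overnight at 37 C. Thallium flux was read with FluxOr dye. Rate constants were normalized to DMSO controls.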
* marks the source's active call; other numbers are inactive results; ? = inconclusive; nt = not tested or not shown; [ ] = remark or other dose. Unless noted, calls come from the whole dose curve; as a rule, active = well fitted curve in the direction sought with a large enough effect; inconclusive = small, poorly fitted or top-dose-only effect, or another doubt; inactive = no such curve, though single readings can be large; an effect the other way counts as inactive or inconclusive.

compound | KCNH2 WT inh | Eya2 phos inh | Menin-MLL TR inh | S-ASM inh | MBNL1-CUG inh | GALK inhibitor | PKM2 activator | TSHR antagonist | USP2a inh | BCR signal inh | Mito fusion yeast
Cc1oc2cc3oc(=O)c(CC(=O)O)c(C)c3cc2c1-c1ccccc1 | -0.2 | 1.5% | 2.2% | 118.7%[activator] | 1.6% | 1.7% | nt | -4.2 | -0.5% | 0.1% | 6.4%
Cc1ccc(CS(=O)(=O)c2nsc(C)c2C#N)cc1 | -3.3 | -3.7% | 6.1% | 0.8% | nt | 10.3% | 1.2% | 5.1 | 8.2% | 0.1% | -0.8%
COc1ccc(Oc2c(C)nc(SCC(=O)c3ccc(Cl)cc3)[nH]c2=O)cc1 | -2.7 | -23.3% | nt | -3.3% | 5.6% | 1.8% | -5.4% | -5.6 | -0.1% | 5.9% | -2.8%
O=C(NCc1ccc(F)cc1)C1CCN(C(=O)NCc2ccccc2)CC1 | 9.3 | -1.3% | 11.4% | 2.5% | -5.8% | 3.3% | -20.2% | 11.4 | 1.3% | 6.3% | -3.4%
Cc1cc(C)n(-c2ccc(C(=O)NC3CCCCC3)cc2)n1 | -0.3 | 1.4% | -1.9% | -0.7% | nt | -0.5% | 6.2% | 1.4 | 0.6% | -0.8% | -5.8%
Cc1c(C)c(C)c2[nH]c(-c3ccc4c(c3)OCO4)nc2c1C | -3.7 | 5.0% | 28.8% | -14.9% | -3.7% | nt | nt | 9.8 | 2.2% | ? | -40.8%[inhibitor]
CCC1CCCCN1C(=O)CSc1nc(N)c(NC(=O)c2ccco2)c(=O)[nH]1 (stereo not drawn) | -1.7 | -15.7% | 5.5% | 6.8% | -10.0% | -3.4% | -15.8% | 0.8 | 3.6% | 1.0% | -1.4%
CCOc1ccccc1C(=O)OCC(=O)Nc1ccc(N2CCCCC2)cc1 | -9.4 | -22.4% | -9.7% | 4.2% | -2.6% | -3.4% | -17.2% | 8.9 | 1.3% | 2.7% | 3.4%
CC/C(=N\NC(=O)c1cc(C)nc2ccccc12)c1ccc(C)s1 | -3.9 | 2.0% | -5.6% | 2.9% | 14.4% | 1.8% | -5.1% | -4.5 | -0.1% | ? | -1.7%
COc1ccccc1NC(=O)CN(Cc1ccco1)C(=O)c1ccc(-n2nc(C)cc2C)cc1 | 3.3 | -0.5% | -7.6% | -0.7% | 5.5% | -0.9% | 2.7% | 4.3 | -0.7% | -4.9% | 4.0%
CCCCCC(=O)Nc1ccc(-c2cn3cccnc3n2)cc1 | -16.5 | 9.7% | -5.7% | 499.4%[activator] | ? | -0.1% | -2.8% | -1.0 | 2.1% | 9.6% | -4.7%
CC(O)CNCCOc1ccccc1OCc1ccccc1 (stereo not drawn) | 7.1 | -2.2% | -19.6% | 3.6% | -8.4% | 2.6% | -4.1% | -0.3 | -0.1% | -8.1% | -0.1%
O=C1CSC(c2ccccc2)N1Cc1ccccn1 (stereo not drawn) | -29.4 | 1.2% | -1.6% | -3.7% | -15.5% | 4.5% | nt | -4.6 | 8.4% | 2.7% | -13.1%
Cc1ccc(C(C)C)c(OCC(=O)Nc2sc3c(c2C#N)CC(C)(C)NC3(C)C)c1 | -9.1 | -12.7% | ? | ? | -1.6% | -4.6% | 1.9% | -0.7 | 2.9% | 1.8% | 18.0%
Cc1ccc(S(=O)(=O)N2[C@@H](c3ccc(C(C)(C)C)cc3)C(C(=O)O)=CC[C@H]2c2cccs2)cc1 | 12.4 | 0.0% | nt | -7.0% | nt | nt | nt | -7.8 | -3.5% | ? | nt
N#C/C(=C1/CCCCCN1)c1nc2ccccc2[nH]1 | -4.2 | 16.3% | ? | -4.6% | -8.1% | 0.3% | -10.1% | 17.4 | -8.1% | -1.5% | 19.0%
Cc1ccc(NC(=O)c2nc[nH]c2C(=O)N[C@@H](C)c2ccccc2)cc1 | -18.9 | -16.2% | ? | -15.4% | -19.1% | -2.7% | 2.6% | -3.1 | 0.3% | ? | 24.4%
CCOCC(=O)Nc1c(C(=O)Nc2ccccc2OC)oc2ccccc12 | 9.4 | 3.8% | 22.7% | 125.4%[activator] | -5.3% | -1.4% | -4.2% | 10.1 | 2.1% | ? | 4.1%
Cc1oc(-c2cccc(Cl)c2)nc1CS(=O)(=O)CC(=O)NCc1ccco1 | 7.1 | 14.4% | -3.7% | 0.3% | 4.2% | 1.6% | nt | -7.5 | -0.6% | -3.6% | 5.2%
O=C(CN1C(=O)NC2(CCCCCC2)C1=O)NCc1ccccc1Cl | -1.6 | -5.1% | nt | -2.0% | nt | nt | nt | nt | 4.7% | 0.9% | nt
COc1ccc(C2=NN(C(=O)c3ccccc3)C(c3cccc([N+](=O)[O-])c3)C2)cc1 (stereo not drawn) | -8.5 | -0.8% | nt | -12.7% | 6.6% | -2.5% | -3.4% | 7.0 | 4.0% | -4.7% | 27.6%
CCc1ccc(NC(=O)COC(=O)Cn2cnc3ccccc32)cc1 | 0.5 | 11.3% | nt | ? | nt | nt | nt | -8.3 | -0.1% | -1.1% | 3.0%
Cc1ccc(C(=O)N/C(=C/c2ccco2)C(=O)N2CCCCC2)cc1 | 2.9 | -2.0% | ? | 1.1% | 14.1% | 0.8% | nt | 18.4 | -4.1% | -5.2% | 3.8%
C=CCNC(=O)c1ccc(CSc2nc3ccccc3s2)cc1 | -10.1 | 1.6% | nt | -1.3% | ? | -4.8% | 3.4% | 4.6 | 1.7% | ? | 1.9%
CN(CC(=O)Nc1ccccc1Cl)C(=O)Cn1cnc2ccc(Cl)cc2c1=O | -22.6 | 0.1% | nt | -4.0% | nt | nt | nt | 14.8 | 0.9% | -0.5% | -4.1%
CCC(C)c1ccccc1NC(=O)CN(C)CCOc1ccc(Cl)cc1 (stereo not drawn) | 1.3 | -15.4% | ? | -1.0% | -2.9% | -1.2% | nt | -2.5 | -0.8% | -2.7% | 11.2%
COC(=O)c1c(C)[nH]c(C(=O)C(C)OC(=O)c2ccco2)c1C (stereo not drawn) | -17.7 | -13.8% | nt | -1.1% | nt | nt | nt | 2.0 | 1.9% | 12.0% | 17.4%
CC(C)(C)c1nc(CN2CCOCC2)cc(CN2CCOCC2)c1O | -5.8 | 4.1% | -3.0% | 7.6% | -0.2% | -1.2% | -0.8% | -4.2 | 5.7% | ? | -1.8%
Cc1cccc(C)c1NC(=O)CN1CCN(C(=O)CN2C(=O)NC3(CCCCC3C)C2=O)CC1 (stereo not drawn) | 1.5 | 15.9% | nt | 0.4% | nt | nt | nt | 5.8 | 0.3% | 5.6% | -1.4%
COCCn1nnnc1C(c1cccc(C#N)c1)N1CCCCCC1 (stereo not drawn) | 6.0 | 1.0% | -0.6% | 0.3% | -9.9% | 4.7% | 0.8% | -15.8 | 6.8% | -0.4% | 0.5%
O=C(OCC(=O)N1CCCC1=O)c1ccc(O)cc1O | -1.8 | 5.3% | nt | 3.9% | nt | nt | nt | 3.9 | 2.0% | 1.7% | -5.7%
Cc1nnc(NC(=O)c2ccc(S(=O)(=O)N(C)Cc3ccccc3)cc2)o1 | -14.3 | -9.9% | ? | 0.6% | -3.7% | 2.1% | -1.4% | -3.7 | -0.3% | 1.9% | -3.3%

Some of the compounds tested; the hit share may differ from the screen's.
